MPTP block: mitochondrial permeability transition pore inhibitors, primary screen, biochemical, isolated mouse mitochondria, absorbance | Ca2+ swelling absorbance, 30 min | inhibition, % at 10 µM | 1.4% of 360,000 active;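 active = inhibition of 50% or more, scaled per plate between neutral and stimulator controls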;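 also: 0% = DMSO wells given calcium and 100% = 1 mM EGTA wells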
ATG4B inhibitor: ATG4B protease inhibitors, primary screen, biochemical, fluorescence, uHTS; Cysteine protease ATG4B (Homo sapiens), Q9Y4P1; ATG4B cleavage of LC3-PLA2, NBD-HPC fluorescence, 1 h; inhibition, % at 8.33 µM; 0.51% of 340,000 active; AID 504462, 2011; in the data active = inhibition above about 40%
Target sequence (Q9Y4P1 whole entry, looked up): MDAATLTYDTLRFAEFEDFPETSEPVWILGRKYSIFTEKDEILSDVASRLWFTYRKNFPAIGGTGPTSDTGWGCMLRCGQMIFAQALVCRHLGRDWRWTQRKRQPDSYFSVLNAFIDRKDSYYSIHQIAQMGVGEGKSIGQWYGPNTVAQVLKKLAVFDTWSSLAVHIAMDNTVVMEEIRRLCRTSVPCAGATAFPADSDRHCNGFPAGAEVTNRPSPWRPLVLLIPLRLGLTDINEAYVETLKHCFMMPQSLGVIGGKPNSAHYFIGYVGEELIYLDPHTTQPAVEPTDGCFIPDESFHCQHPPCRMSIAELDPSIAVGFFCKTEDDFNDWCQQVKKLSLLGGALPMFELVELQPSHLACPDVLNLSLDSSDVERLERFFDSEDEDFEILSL
Active calls of the source: *.

item	MPTP block	ATG4B inhibitor	mol
1	-2.0	-3	Cc1ccc(C)c(OC2=NS(=O)(=O)c3ccccc32)c1
2	-2.6	10	COc1cc(Cl)cc(C(c2c(C(=O)O)[nH]c3ccccc23)c2c(C(=O)O)[nH]c3ccccc23)c1O
3	2.2	-1	CC(C)(O)c1[nH]c2cc(F)ccc2c1C(C)(C)O
4	1.0	-5	CC(=O)C1CCC2C3CC(C)C4(O)CC(=O)CCC4(C)C3C(O)CC12C (configuration not stated)
5	-0.7	15	O=C1Nc2c(Cl)cc(Cl)cc2C1=O
6	0.8	33	CCCC(O)(CCC)C(=O)NN(C(=O)OC)c1ccccc1
7	-0.7	-3	O=C(CC1(O)CCCCC1)OC1CCCC1
8	1.1	3	Cc1ccc(/C=N/NC(=O)COc2ccccc2-c2ccccc2)cc1
9	0.0	2	COc1ccc(C2NCCc3c2[nH]c2ccccc32)cc1CN1CCc2cc(OC)c(OC)cc2C1C (configuration not stated)
10	-1.1	1	CCN(CC)CCCC(C)Nc1nccc2cccc(Cl)c12 (configuration not stated)
11	2.3	-6	CCOc1ncnc2c1sc1nc3c(cc12)COC(C)(C)C3
12	-0.5	1	O=c1cc(N=Nc2ccc(Cl)cc2)[nH]c(=O)[nH]1
13	-2.9	-12	COc1cccc(NC(=O)CN(C)C(=O)c2ccc(NC(=O)CC3SC(N4CCCC4)=NC3=O)cc2)c1 (configuration not stated)
14	9.4	-6	Cc1c(N=C2C=CC(=O)c3ccccc32)c(=O)n(-c2ccccc2)n1C
15	105*	11	CNc1nc2cc([N+](=O)[O-])c([N+](=O)[O-])cc2nc1NC
16	-0.2	1	Nn1c(-c2cccc(O)c2)nnc1-c1cccc(O)c1
17	-0.8	-5	O=C(NC1CC1)c1cccc(NC(=O)C2CCCC2)c1
18	49	-14	CCCCNc1ccc2c3c(cccc13)C(=O)N(CCCC)C2=O
19	-0.4	-7	CN(C(=O)c1cccc(NC(=O)Cc2ccc(NC(=O)C3CCCN(C(=O)C4CCCC4)C3)cc2)c1)C1CC1 (configuration not stated)
20	-0.6	8	O=C1CC(c2ccccc2)Oc2ccccc21 (configuration not stated)
21	3.8	5	O=[N+]([O-])c1ccc(NC(c2ccccc2)c2ccc3cccnc3c2O)cc1 (configuration not stated)
22	-3.0	-1	Cc1nc2[nH]c(=S)[nH]c(=O)c2nc1C
23	50*	21	COc1ccc(-c2n(CC(=O)OC3CC(C)CCC3C(C)C)c3ccccc3[n+]2C)cc1 (configuration not stated)
24	88*	31	Clc1ccc2c(N/N=C/c3ccc(Br)cc3)ccnc2c1
25	102*	1	Cc1ccc2nc(N(CCCN(C)C)C(=O)CCc3ccccc3)sc2c1
26	-0.8	-4	CCOC(=O)/C=C1/SCC(=O)N1CC(=O)c1ccc[nH]1
27	-0.6	-12	CCCCn1c(N)c(N(Cc2ccccc2OC)C(=O)CSCC(=O)Nc2ccc(C)cc2)c(=O)[nH]c1=O
28	0.8	6	COc1ccc(CCc2cc(OC)c(OC)c(OC)c2)cc1
29	-1.0	16	O=C1NN=C(c2ccccc2)C1Cc1ccccc1 (configuration not stated)
30	-0.7	-1	Oc1ccc2ccccc2c1CN1CC2CCC(CC2)C1

2 neighbouring compounds from above, quoted:
item	MPTP block	ATG4B inhibitor	mol
29	-1.0	16	O=C1NN=C(c2ccccc2)C1Cc1ccccc1 (configuration not stated)
30	-0.7	-1	Oc1ccc2ccccc2c1CN1CC2CCC(CC2)C1

Next part
item	MPTP block	ATG4B inhibitor	mol
31	-0.9	-6	CN1CCN(C(=O)OCCOCCOC(=O)N2CCN(C)CC2)CC1
32	-0.4	30	COc1cc2cnc(Cl)nc2cc1OC
33	63*	2	CCSc1nsc(NC(=O)Nc2ccccc2Cl)n1
34	-1.5	-10	Cc1nnc2c3ccccc3c(-c3cccc4ccccc34)nn12
35	0.8	-13	CN(C(=O)c1ccc(NC(=O)Cc2ccc(NC(=O)C3CCCN(C(=O)C4CCCCC4)C3)cc2)cc1)C1CCCC1 (configuration not stated)
36	12	54*	CCOc1ccc2nc3cc(N=Nc4ccc(N)nc4N)ccc3c(N)c2c1
37	1.7	6	COc1ccc(NC(=O)CN2CCc3ccccc3C2)cc1
38	0.8	-5	CC1CN(C2CCCCC2)C(=S)NC1=O (configuration not stated)
39	-0.2	3	COc1ccc(C)cc1NC(=O)c1cnc2scc(C)n2c1=O
40	-0.6	-3	C#CC(C)(O)C1CC(CC(=O)O)C1(C)C (configuration not stated)
41	-2.9	6	OC[C@H]1O[C@@](CO)(O[C@H]2O[C@H](CO)[C@@H](O)[C@H](O)[C@H]2O)[C@@H](O[C@H]2O[C@H](CO)[C@@H](O)[C@H](O)[C@H]2O)[C@@H]1O
42	0.1	5	CCOC(=O)COc1ccc2c(c1)c(C(C)=O)c(C)n2-c1ccccc1
43	-1.3	-8	COc1cccc(CN(C)CC(=O)Nc2cccc(S(=O)(=O)N(C)c3ccccc3)c2)c1OC
44	1.6	-14	O=C(Nc1ccc2nc3ccccc3nc2c1)c1ccccc1
45	-0.8	-2	O=C(COC(=O)c1cc(Br)ccc1O)Nc1cc(S(=O)(=O)N2CCCC2)ccc1Cl
46	-1.2	-4	CC(CN1CCN(CC(C)C(=O)c2ccccc2)CC1)C(=O)c1ccccc1 (configuration not stated)
47	0.5	2	CN(Cc1cccc(Cl)c1Cl)C(=O)c1ccccc1SCC(=O)N1CCCC1
48	-1.4	-6	COc1ccc(N2C(=O)C(F)(F)C2c2ccccc2F)cc1 (configuration not stated)
49	-0.4	2	CCN(CC(=O)Nc1c(F)cccc1F)C(=O)C1CCN(S(=O)(=O)c2ccccc2C(=O)OC)CC1
50	0.1	-6	Clc1nc(Cl)c2ncn(-c3ccccc3)c2n1
51	0.4	9	O=C1C(=Cc2ccco2)CCCC1=Cc1ccco1
52	-0.1	-1	O=S(=O)(CCNCCc1ccccc1)NCc1ccccc1
53	-1.8	-2	O=C(O)c1cc(O)ccc1O
54	-0.7	-8	Oc1[nH]c2ccccc2c1N=Nc1ccccc1Cl
55	2.0	-3	Nc1ccc2c3c(cccc13)-c1ccccc1-2
56	-1.0	-5	CC1CCN(S(=O)(=O)c2cn(CC(=O)N3CCN(C)CC3)c(=O)c3ccccc23)CC1
57	-0.4	1	O=C(C=Cc1ccco1)N1CCOCC1
58	1.7	4	CCc1nc(SCc2cc(=O)[nH]c3ccccc23)c2c(C)c(C)sc2n1
59	0.4	-8	COc1ccc(-n2c(SCc3cccnc3)nc3c(c2=O)SCC3)cc1OC
60	1.3	6	CCOCCOC(=O)c1ccc(NC(=O)c2cc3ccccc3o2)cc1

item	MPTP block	ATG4B inhibitor	mol
61	-1.4	-2	CCOC(=O)CNC(=O)C1(NC(=O)CNC(=O)OCc2ccccc2)CCCC1
62	2.2	-12	O=C(CSCc1ccccc1)N/N=C/c1ccc(OCC(=O)N2CCCCC2)cc1
63	-0.7	4	O=C1NC(c2cccc3ccccc23)Nc2ccccc21 (configuration not stated)
64	0.1	5	Fc1cccc(CSc2ncnc3c2ncn3C2CCCCO2)c1 (configuration not stated)
65	-0.2	-15	CN(C(=O)c1ccc(NC(=O)Cc2cccc(NC(=O)C3CCN(C(=O)C4CCCC4)CC3)c2)cc1)C1CC1
66	2.0	5	Oc1ccc(N=Nc2n[nH]c(-c3ccc(Br)cc3)n2)cc1
67	-1.7	-2	CCOC(=O)C(Cc1ccnc2ccccc12)=NO
68	-1.3	4	Cc1ccc(S(=O)(=O)c2c(C)nn(-c3ccccc3)c2OC(=O)c2ccc(Br)o2)cc1
69	0.7	3	CCOc1ccc(N2C(=O)C(C)CNC2=S)cc1 (configuration not stated)
70	0.2	-1	CCOc1cc2ccccc2cc1C(=O)Nc1ccccn1
71	0.2	-3	CCOC(=O)OCC(=O)C1(O)CCC2C3CCC4=CC(=O)CCC4(C)C3C(O)CC21C (configuration not stated)
72	-2.6	-1	COc1ccccc1C(=O)c1ccccc1C(=O)c1ccccc1
73	-0.9	-5	COc1ccc(Cl)cc1S(=O)(=O)NC(C)C(=O)NCCN1CCOCC1 (configuration not stated)
74	1.9	10	O=c1[nH]n2c(=O)c3c([nH]c2c1N=Nc1cccc(Cl)c1)CCC3
75	1.9	6	Nc1nnc2cc(Cl)ccc2n1
76	0.2	2	Cc1cc(CSc2ccc(Cl)cc2)ccc1N
77	-0.8	0	CCN1C(=O)CC(SC2CC(=O)N(CC)C2=O)C1=O (configuration not stated)
78	2.5	-2	c1cc2c3c(cccc3c1)NN=N2
79	-1.5	-2	COc1cc(NS(=O)(=O)c2cccc3nsnc23)c(C(=O)O)cc1OC
80	9.7	16	COc1cccc(/C=C(/C(=O)OCC(=O)NC2CCCC(C)C2C)c2ccccc2)c1 (configuration not stated)
81	-7.4	42*	CCCCCCCCCCCCCCCCCCNc1ccn(C2OC(COP(=O)(O)OCC3OC(n4cc(F)c(=O)[nH]c4=O)CC3O)C(O)C2O)c(=O)n1 (configuration not stated)
82	0.3	1	COC(=O)CC(=O)O[C@H]1C=C[C@@H](NC(=O)OC(C)(C)C)C1
83	0.0	-2	COc1c2c(c(OC)c3c1c(=O)c1ccccc1n3C)OCO2
84	-0.6	-3	CSc1nc(S(C)(=O)=O)nc2[nH]c(=O)[nH]c12
85	-0.6	2	CCOC(=O)C1(C(=O)OCC)NC(=O)CC1CC (configuration not stated)
86	-0.3	-17	COc1ccc(Cl)cc1NC(=O)CN(C)C(=O)CN1C(=O)NC(C)(c2ccc3ccccc3c2)C1=O (configuration not stated)
87	0.6	-1	CCCC(=O)OCCNc1cc(Sc2nccn2C)c2nonc2c1[N+](=O)[O-]
88	-1.7	2	CSc1nnc(N2C(=O)C(O)=C(C(=O)c3ccco3)C2c2ccc(F)cc2)s1 (configuration not stated)
89	-0.3	28	O=C(NCCCCCCCN1CCCCCCC1)C(C1CCCCC1)C1CCCCC1
90	0.5	4	CN(C(=O)c1ccc(NC(=O)Cc2cccc(NC(=O)C3CCN(C(=O)C4CC4)CC3)c2)cc1)C1CC1

item	MPTP block	ATG4B inhibitor	mol
91	0.6	-5	O=C(O)C(c1ccccc1)C(O)C1CCCC1 (configuration not stated)
92	-0.9	-3	C=C(C)C(=O)N1CCN(C(=O)C(=C)C)c2ccccc21
93	-0.1	-3	Cc1ccc(/C=C2/CNC/C(=C/c3ccc(C)cc3)C2=O)cc1
94	1.4	-6	CC(=O)OC1CC2(C)C(CCC2(O)C(C)=O)C2CCC3C(Cl)C(=O)CCC3(C)C12 (configuration not stated)
95	0.9	4	Cc1cccc(/C(N)=N/OC(=O)COc2ccccc2Cl)c1
96	-0.6	-1	O=c1cc(CSc2nc(NCc3ccc(Cl)cc3)c3ccccc3n2)nc2ccc(Cl)cn12
97	2.2	4	C/C(=N\NC(=O)c1cccc(N/N=C(\C)c2ccco2)c1)c1ccco1
98	-1.1	8	O=c1[nH]c(=S)c2[nH]c(=S)n(-c3ccccc3)c2[nH]1
99	-0.3	0	O=C1C2CC3N1CCC31c3ccccc3-n3c1c2ccc3=O (configuration not stated)
100	-3.2	-7	CC(NC(=O)c1ccc(N(C)C)cc1)C1CC2CCC1C2 (configuration not stated)
101	-0.2	6	O=C(O)c1cc(-c2cc(C(=O)O)c3ccccc3n2)ccc1O
102	7.8	17	Cc1ccc(N2NC(=O)/C(=C\c3cc4c(cc3[N+](=O)[O-])OCO4)C2=O)cc1C
103	1.0	-3	CCCCN1CC(COCc2ccccc2)Oc2cccc(OCCN3C(=O)[C@@H]4[C@H](C3=O)C3C=C[C@H]4C3)c2S1(=O)=O (some centres not stated)
104	0.5	-3	COc1ccc(CCN2CC(C(=O)OCc3ccccc3Cl)CC2=O)cc1OC (configuration not stated)
105	2.7	11	COc1ccc(-c2cnnc(N/N=C/c3c(C)nn(-c4ccccc4)c3Cl)n2)cc1
106	-1.4	-3	Cc1ccc(C(=O)Nc2nc(=O)n(C(=O)c3ccccc3Cl)s2)cc1
107	-0.9	-1	O=C(Nc1ccccn1)c1ccccc1
108	-0.1	-11	CCOc1ccc2c(c1)c1nc3ccccc3nc1n2C
109	0.6	0	O=C(/C=C/c1ccc(N2CCCCC2)c([N+](=O)[O-])c1)c1ccc(S(=O)(=O)N2CCCC2)cc1
110	2.7	21	O=C1NC(=S)SC1=Cc1cc(Br)ccc1O

4 of these compounds, reformatted.
109. O=C(/C=C/c1ccc(N2CCCCC2)c([N+](=O)[O-])c1)c1ccc(S(=O)(=O)N2CCCC2)cc1
  MPTP block: 0.6; ATG4B inhibitor: 0
103. CCCCN1CC(COCc2ccccc2)Oc2cccc(OCCN3C(=O)[C@@H]4[C@H](C3=O)C3C=C[C@H]4C3)c2S1(=O)=O (some centres not stated)
  MPTP block: 1.0; ATG4B inhibitor: -3
91. O=C(O)C(c1ccccc1)C(O)C1CCCC1 (configuration not stated)
  MPTP block: 0.6; ATG4B inhibitor: -5
96. O=c1cc(CSc2nc(NCc3ccc(Cl)cc3)c3ccccc3n2)nc2ccc(Cl)cn12
  MPTP block: -0.6; ATG4B inhibitor: -1

Another view of some results above.
Each structure is followed by: MPTP block | ATG4B inhibitor
106) Cc1ccc(C(=O)Nc2nc(=O)n(C(=O)c3ccccc3Cl)s2)cc1
 : -1.4 | -3
107) O=C(Nc1ccccn1)c1ccccc1
 : -0.9 | -1
108) CCOc1ccc2c(c1)c1nc3ccccc3nc1n2C
 : -0.1 | -11

Complete entries from above.
`O=C(O)C(c1ccccc1)C(O)C1CCCC1` (configuration not stated) across the screens: MPTP block: 0.6; ATG4B inhibitor: -5
`Cc1ccc(N2NC(=O)/C(=C\c3cc4c(cc3[N+](=O)[O-])OCO4)C2=O)cc1C` across the screens: MPTP block: 7.8; ATG4B inhibitor: 17
`CC(=O)OC1CC2(C)C(CCC2(O)C(C)=O)C2CCC3C(Cl)C(=O)CCC3(C)C12` (configuration not stated) across the screens: MPTP block: 1.4; ATG4B inhibitor: -6

From PubChem BioAssay

These rows are one share of the data; the hit share may differ from the screen's.
